Screening data deposited in PubChem BioAssay by Sanford-Burnham Center for Chemical Genomics.
SENP7 block: blocks the human protease SENP7; Q9BQF6; recombinant SENP7, Z-RLRGG-aminoluciferin luminescence, 40 min; inhibition, % at 5 µM; 1.5% of 330,000 active;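 active = inhibition above about 50% at the single test dose, limit read from the data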;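 note: plate controls were DMSO with enzyme for no effect and no enzyme buffer wells for full effect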
SENP1 inh: SENP1 (human) catalytic domain inhibition | recombinant SENP1 catalytic domain, CyPet-SUMO1-YPet FRET cleavage | inhibition, % at 10 µM | 0.21% of 360,000 active | AID 624204;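 active = inhibition at least 30% at 10 µM, raw YFP signal under a set limit, fluorescence ratio 0.5 to 1.5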;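 note: 0% = enzyme with DMSO and 100% = no enzyme wells; some results filed as inactive read as strong as hits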
Target sequence (Q9P0U3 419-644 limits assumed): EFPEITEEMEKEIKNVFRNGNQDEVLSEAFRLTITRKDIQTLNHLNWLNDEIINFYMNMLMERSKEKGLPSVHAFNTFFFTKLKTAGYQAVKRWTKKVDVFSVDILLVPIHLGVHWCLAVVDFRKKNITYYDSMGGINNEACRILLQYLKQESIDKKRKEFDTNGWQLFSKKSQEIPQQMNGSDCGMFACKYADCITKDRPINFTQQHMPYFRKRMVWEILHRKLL
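Material – human SENP1 catalytic domain · Input – SENP1 enzyme, 20 pM final · Compound dosing – single concentration of 10 µM compound, 0.5% DMSO final · Timing – enzyme reaction for 50 min at room temperature, dark · Measured by – FRET fluorescence in CFP and YFP emission channels · Control set – no-enzyme wells low, DMSO-plus-enzyme wells high control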
SENP8 block-1: inhibitors of human SENP8 protease | purified SENP8, Z-RLRGG-aminoluciferin cleavage, luminescence | inhibition, % at 10 µM | 1.2% of 330,000 active | AID 2540 | Q96LD8; in the data active = inhibition above about 50%
Target sequence (Q96LD8 whole entry, looked up): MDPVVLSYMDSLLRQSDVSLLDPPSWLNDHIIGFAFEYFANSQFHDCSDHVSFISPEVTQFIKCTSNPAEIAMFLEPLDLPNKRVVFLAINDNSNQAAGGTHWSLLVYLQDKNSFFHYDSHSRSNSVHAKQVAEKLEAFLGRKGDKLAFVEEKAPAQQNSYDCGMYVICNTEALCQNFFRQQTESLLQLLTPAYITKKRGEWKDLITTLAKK
SENP8 block-2: SENP8 (human) protease inhibition; recombinant SENP8, Nedd8 substrate fluorescence; inhibition, % at 20 µM; 0.64% of 360,000 active; AID 602440; in the data active = inhibition mostly above about 40%, no sharp cut-off; inactive = mostly below about 27%
APOBEC3G inh: APOBEC3G (human) deaminase inhibition; Q9HC16; recombinant A3G, ssDNA deamination FAM/TAMRA fluorescence; inhibition, % at 20 µM; 0.28% of 330,000 active; AID 493012;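 active = inhibition of at least 40% at 20 µM, with no more than 30% in the related APOBEC3A deaminase screen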;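 note: plate controls were DMSO wells with A3G for no effect and wells lacking A3G enzyme for full effect; some compounds called inactive have numbers as strong as hits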
Target sequence (Q9HC16 whole entry, looked up): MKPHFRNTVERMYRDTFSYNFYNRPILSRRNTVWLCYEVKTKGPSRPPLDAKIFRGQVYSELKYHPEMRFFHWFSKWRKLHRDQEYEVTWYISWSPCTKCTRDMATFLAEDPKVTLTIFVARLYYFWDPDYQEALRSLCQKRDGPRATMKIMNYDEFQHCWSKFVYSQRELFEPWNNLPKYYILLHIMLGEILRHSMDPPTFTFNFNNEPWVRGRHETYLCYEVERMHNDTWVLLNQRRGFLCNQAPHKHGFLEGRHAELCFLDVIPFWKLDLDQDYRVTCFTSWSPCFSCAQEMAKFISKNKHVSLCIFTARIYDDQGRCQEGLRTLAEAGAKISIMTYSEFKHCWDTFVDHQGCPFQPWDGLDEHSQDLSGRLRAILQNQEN
Apaf-1 inh: human Apaf-1 inhibition; inhibition, % at 20 µM; 0.71% of 330,000 active; reconstituted apoptosome caspase-3 activity, DEVD-Rh110 fluorescence; AID 489030; active = inhibition of at least 40% at 20 µM;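 note: plate controls were DMSO wells for no effect and DEVD-CHO caspase inhibitor wells for full effect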
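System: Apoptosome proteins | Medium: Hepes pH 7.5 with detergent and BSA | Also added: Cytochrome c trigger plus (Z-DEVD)2-Rh110 caspase-3 substrate | Incubation: 30 min compound preincubation, 50 min activation, room temperature | Detection: Rhodamine 110 fluorescence at Ex 480/Em 540 nm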
SENP6 inh: inhibitors of human SENP6 protease; Q9GZR1; Recombinant SENP6 catalytic domain, aminoluciferin luminescence; inhibition, % at 10 µM; 1.8% of 330,000 active;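 active = inhibition above about 50% at the single tested dose, limit read from the data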;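 note: plate controls were DMSO wells with enzyme for no effect and DMSO wells lacking enzyme for full effect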
UBC13 inh: human UBC13 polyubiquitination inhibition; AID 485273; 0.47% of 330,000 active; inhibition, % at 20 µM; UBC13 polyubiquitin chain formation, TR-FRET; P61088; in the data active = inhibition above about 45%, passing the limit was not always enough
Target sequence (P61088 whole entry, looked up): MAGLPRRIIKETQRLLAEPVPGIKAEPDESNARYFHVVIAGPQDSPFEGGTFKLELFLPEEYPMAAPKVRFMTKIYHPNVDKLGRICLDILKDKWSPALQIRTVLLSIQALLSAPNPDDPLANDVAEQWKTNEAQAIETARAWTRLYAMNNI
An asterisk follows results filed as active; x = not tested or not shown.

A first look, 3 compounds:
SMILES	SENP7 block	SENP1 inh	SENP8 block-1	SENP8 block-2	APOBEC3G inh	Apaf-1 inh	SENP6 inh	UBC13 inh
O=C(CN1CCOCC1)Nc1ccc(Cl)cc1	-8	1	-8	5	-7	-7	-8	6
Cc1nc(C)c(-c2csc(NCc3ccccc3)n2)s1	-1	2	-4	-5	-8	14	6	6
COC(=O)C(C)(C)ONC(=O)Nc1ccccc1Cl	1	-1	3	17	-3	0	4	9

The whole of this part (from the top)
SMILES	SENP7 block	SENP1 inh	SENP8 block-1	SENP8 block-2	APOBEC3G inh	Apaf-1 inh	SENP6 inh	UBC13 inh
O=C(CN1CCOCC1)Nc1ccc(Cl)cc1	-8	1	-8	5	-7	-7	-8	6
Cc1nc(C)c(-c2csc(NCc3ccccc3)n2)s1	-1	2	-4	-5	-8	14	6	6
COC(=O)C(C)(C)ONC(=O)Nc1ccccc1Cl	1	-1	3	17	-3	0	4	9
Cc1cccc(NC(=O)C2CCN(C(=O)c3ccc(F)cc3)CC2)n1	-4	-1	1	4	-9	0	3	6
O=C(CN1CCCc2ccccc21)NC(=O)NCc1ccco1	2	-9	-9	14	-1	-5	8	-9
Cc1ccc(NC(=S)Nc2ccc(S(=O)(=O)N3CCOCC3)cc2)cc1S(=O)(=O)N1CCOCC1	0	0	7	9	-2	-5	-2	0
Cc1ccc2cccc(N)c2n1	55*	2	-2	-6	3	8	52*	-22
CC1=CC(=O)C=C/C1=C(/c1ccc(O)cc1C)c1ccccc1S(=O)(=O)O	-10	36*	-6	16	1	6	-15	-90
O=c1[nH]c2c(s1)C(c1ccc(O)cc1)C1C3CCC(C3)C1S2 (stereo not drawn)	1	1	6	2	-3	15	0	-2
Cc1nn(C)c(C(=O)NNC(=S)NC2CCCCC2)c1Cl	16	2	5	20	-10	0	20	-4
Clc1cccc(CSc2nc3ccncc3[nH]2)c1	3	0	-8	5	-1	9	-8	9
Cc1ccccc1OCC(=O)N/N=C/c1ccc(Sc2nc3ccccc3s2)o1	-3	0	-6	10	-6	21	-2	-2
Cc1ccc(NC(=S)N2CCN(c3ncccn3)CC2)cc1C	-2	0	-7	11	-6	-4	-23	0
CCCc1cc(N2CCOCC2)n2ncc(-c3ccccc3)c2n1	0	-1	-13	-257	-3	21	-12	4
CC(Oc1ccccc1)C(=O)NC1=NCCS1 (stereo not drawn)	6	5	-5	12	-9	-7	-2	4
COc1ccccc1-c1cc(N)n(S(=O)(=O)c2cccc3nsnc23)n1	-3	1	-7	11	-3	-1	-8	-11
NC(=O)c1cc(N)ccc1N1CCCCC1	-1	0	-1	-98	-5	-2	5	-2
O=CN1N=C(c2ccccc2)CC1c1ccc(Cl)cc1 (stereo not drawn)	-5	0	4	-2	-3	9	-10	4
Cc1ccc(NC(=O)C2CC(=O)Nc3nncn32)cc1 (stereo not drawn)	20	-22	-1	-4	-2	-1	5	0
O=C1CNC(=S)N1Cc1cccc(Cl)c1	-4	4	9	14	-37	9	-12	4
COc1ccc(CCC(=O)NCCc2nc3ccccc3[nH]2)cc1	3	3	-1	20	0	-4	-19	-2
CC(=O)Nc1ccc(NC(=O)c2ccc(S(=O)(=O)N(C)c3ccccc3)cc2)cc1	2	2	3	-2	-8	3	2	4
CCCc1cc(=O)oc2c3c(cc(OCC(=O)N4CCC[C@H]4C(=O)O)c12)OC(C)(C)CC3	1	-3	-6	-189	28	6	-2	13
CCC(C)(C)NC(=O)C(c1ccc(C)cc1)N(Cc1cccnc1)C(=O)c1csnn1 (stereo not drawn)	2	-1	-1	14	-2	10	-25	-7
O=C(Nc1cc(S(=O)(=O)N2CCCCC2)ccc1N1CCOCC1)c1ccc(C(F)(F)F)cc1	8	1	5	3	-5	-4	-6	9
CCCCOCCCNC(=S)Nc1ccc(S(=O)(=O)N2CCOCC2)cc1	-1	-1	2	19	2	10	-8	-6
c1ccc(Nc2nc(N3CCCCC3)nc(N3CCNCC3)n2)cc1	-3	1	-9	8	-3	15	-35	2
O=C1CC(c2ccccc2)CC(O)=C1C=NCc1ccccc1 (stereo not drawn)	3	0	-2	9	-1	-2	4	-2
COc1ccccc1N1CCN(C(c2cccs2)c2nnnn2C2CCCC2)CC1 (stereo not drawn)	-3	2	0	15	0	24	-23	-2
CCCOCCOC(=O)c1[nH]c2c(c1C)C(=O)CC(c1cc(OC)ccc1OC)C2 (stereo not drawn)	-7	1	1	16	10	9	4	-9
Cc1ccc(CC(=O)Nc2ccc([N+](=O)[O-])cc2C)cc1	-2	0	1	-3	9	9	-2	-1
Cc1ccc(/C=N\NC(=O)/C(=C\Nc2nccc(C)n2)NC(=O)c2ccccc2)cc1	-2	3	1	0	-2	-15	-15	-6
CC1(C)Cc2ccccc2-c2nnc(SCc3ccccc3)n21	-1	0	6	9	-6	1	-12	6
CCCCn1c(N)c(N(CC(C)C)C(=O)CCNC(=O)c2ccc(Cl)cc2)c(=O)[nH]c1=O	6	-4	-6	-2	5	5	-11	-1
COc1cc2[nH]c(=O)n(CCC(=O)N3CCc4ccccc4C3)c(=O)c2cc1OC	6	1	10	-98	-8	1	3	6
CCC(=O)N1CCCc2cc(S(=O)(=O)CCC(=O)Nc3ccccc3C)ccc21	-4	2	0	15	-1	11	11	-6
Cc1ccc(NC(=O)C2CC(Cl)=CCC2C(=O)O)c([N+](=O)[O-])c1 (stereo not drawn)	4	2	-6	8	6	-1	-19	-5
CCOc1ccc(-n2nnnc2SCC(=O)NC2CCCC2)cc1	2	0	4	12	-9	-2	4	-4
CN(CC(=O)NCCc1ccc(S(N)(=O)=O)cc1)c1ccccc1	2	2	-3	4	-5	-6	-2	3
CCc1cc(CNC(=O)c2cccc(OC3CCN(S(C)(=O)=O)CC3)c2)on1	-7	0	6	3	-1	-12	2	-6
CCN(CC(=O)NCc1cccs1)C(=O)COc1ccccc1C#N	4	-2	-13	-20	-4	-4	-5	-10
Cc1ccc(S(C)=O)cc1-n1c(=O)n(Cc2ccccc2)c(=O)c2[nH]cnc21 (stereo not drawn)	-9	-3	1	7	-2	4	-6	4
COc1ccc(CCNC(=O)CCC(=O)n2ncc3cc(C)ccc32)cc1OC	3	0	10	10	3	4	-6	6
COc1ccc(Br)cc1S(=O)(=O)N1CCOCC1	-2	0	-4	24	-9	7	-11	-8
COc1ccc(-c2ccc(=O)n(CC(=O)Nc3nnc(C(C)C)s3)n2)cc1OC	-3	6	-4	-20	-2	4	-4	7
CC(=O)c1cn(-c2ccc([N+](=O)[O-])cc2)c(=O)n(C)c1=O	3	1	11	29	-9	-17	18	0
O=S(=O)(Nc1nc2ccccc2s1)c1ccc(Cl)s1	2	0	-4	14	-2	-4	-4	-13
Cc1ccc(-n2nc3c(=O)n(C(C)C(=O)NCc4ccc(Cl)cc4)nc(C)c3c2C)cc1 (stereo not drawn)	-7	2	-3	12	-5	19	11	-2
C=CCNC(=O)C(=O)NCC(c1ccc2c(c1)OCO2)N1CCN(c2ccc(F)cc2)CC1 (stereo not drawn)	1	2	0	14	-4	8	13	5
Cc1ccc(C(=O)NCCNC(=O)c2ccc(F)cc2)cn1	13	0	-2	3	2	2	-5	5
COc1cccc(OC)c1C(=O)NCCc1ccccc1	-2	0	-1	3	7	-3	1	-10
COc1ccc(N(C(=O)c2cccnc2)S(=O)(=O)c2ccccc2)cc1	-6	2	-4	8	-4	-1	-1	0
CCOC(=O)C1=C(CSc2nccn2C)NC(=O)NC1c1ccc(OC)cc1 (stereo not drawn)	-2	2	-5	5	-3	-12	11	2
COc1ccc(S(=O)(=O)Nc2ccccc2OC)cc1N=Nc1c(O)[nH]c(=S)[nH]c1=O	0	14	7	35	16	-2	-1	-189
COC(=O)c1ccc(C2/C(=C(\O)c3ccc(OC)c(C)c3)C(=O)C(=O)N2c2cc(C)on2)cc1 (stereo not drawn)	-11	1	-3	-112	-4	17	-9	-31
O=C(Nc1cccc(F)c1)Nc1ccc(Cl)cn1	24	0	-6	1	-10	-9	25	5
Cc1nc(N)sc1-c1csc(Nc2ccc(S(N)(=O)=O)cc2)n1	1	-20	4	-48	2	-9	2	-7
Cc1nc(-c2nnc(-c3ccccc3)o2)c(C(F)(F)F)o1	-13	-1	-6	8	-3	-9	-17	-4
COc1ccc(C=O)cc1Cn1ccnc1C	4	-1	-2	3	-7	-3	3	11
CC(C)Sc1nc(N2CCOCC2)c2c(c1C#N)CC(C)(C)SC2	-16	-7	-7	-32	2	8	-9	-4

Quoted from the listing.
Value for COc1ccc(C=O)cc1Cn1ccnc1C under SENP7 block: 4
Value for COc1cccc(OC)c1C(=O)NCCc1ccccc1 under Apaf-1 inh: -3

Going on with the list:
SMILES	SENP7 block	SENP1 inh	SENP8 block-1	SENP8 block-2	APOBEC3G inh	Apaf-1 inh	SENP6 inh	UBC13 inh
O=C(Cn1nnc2ccccc2c1=O)N[C@H](C(=O)O)c1ccccc1	2	3	1	8	-4	-22	-5	7
Cc1nn(Cc2c(F)c(F)c(F)c(F)c2F)c(C)c1NC(=O)c1nn(C)cc1Br	-3	0	0	2	-2	-8	5	2
Cc1cc(O)ccc1NC(=O)c1ccccc1	3	3	1	6	-1	-21	-9	3
COc1ccc(CNC(=O)CN(c2ccc(C)cc2)S(=O)(=O)c2c(C)noc2C)cc1	-5	-1	-2	13	1	9	-3	-3
CC(C)(C)NC(=O)C(c1ccncc1)N(C(=O)C1CSC(=O)C1)c1ccccc1 (stereo not drawn)	13	3	3	4	-1	2	-15	-4
O=C(NN1CCOCC1)c1ccccc1NS(=O)(=O)c1ccc(F)cc1F	-1	1	-11	2	-3	-2	-20	-8
O=C(NC1CCN(C(=O)N2c3ccccc3Sc3ccccc32)CC1)c1ccco1	-3	1	-1	5	-7	20	-15	10
Cc1c(C(=O)NCc2ccc3c(c2)OCO3)cccc1[N+](=O)[O-]	0	-1	2	11	-5	-4	-1	-3
Cc1ccc(C(=O)Nc2ccc3ccccc3c2)cc1	97*	2	87*	8	-6	-2	91*	4
CCOC(=O)c1cnn2c(C(F)F)cc(C3CC3)nc12	-5	-2	-3	-305	-6	-7	0	9
C[n+]1cccc(C2C(C#N)=C(N)Oc3c2ccc2ccccc32)c1 (stereo not drawn)	15	-33	-4	12	15	38	18	-24
COc1ccc(NC(=O)Nc2c(C)n(-c3ccccc3)c(=O)n2C)cc1OC	1	-1	0	30	2	-5	-15	5
Cc1ccc(S(=O)(=O)NCC(=O)NNC(=O)c2ccccc2Cl)cc1C	-17	2	-15	17	-6	11	-22	-10
CCOC(=O)C1=CN(Cc2cccc(-c3ccc4c(c3)OCO4)c2)S(=O)(=O)N(C)C1C (stereo not drawn)	3	1	x	0	3	20	x	x
O=S(=O)(c1ccc2ccccc2c1)N1CCNCC1	0	1	0	23	-8	-1	-3	3
CN(C)c1ccc(/C=N/NS(=O)(=O)c2ccc(Br)cc2)cc1	1	0	5	21	-5	-6	-15	1
COc1ccc(C2=NS(=O)(=O)N(C)C(C(=O)NC3CCCCC3)=C2)cc1	-9	-1	-12	-314	-12	11	-12	-2
COc1ccc(OC)c(-n2c(-c3ccc(C)cc3)n[nH]c2=S)c1	8	-2	1	-8	13	3	-11	0
Cc1ccsc1CNC1CCCCC1	-4	1	-2	16	-2	-3	16	-3
Cc1ccc(CSCC(=O)N/N=C/c2cccc(OC3CSC3)c2)cc1	7	0	3	7	2	19	13	0
COc1ccc(-c2nnc(SCc3ccc(C(=O)O)cc3)o2)cc1OC	-4	1	14	10	-2	-3	15	0
